Compound activity deposited in PubChem BioAssay by National Center for Advancing Translational Sciences (NCATS).
3T3 cytotox – kills NIH 3T3 cells. 4.3% of 94,000 active. Potency, µM (titrated, usually from 96.7 µM), for the others: top-dose activity change, negative = cytotoxicity, hits mostly inhibitors. AID 1345082. NIH 3T3 viability, CellTiter-Glo ATP luminescence, 48-72 h; further: potency means the concentration at half of the fitted maximal effect; nearly all actives have a fitted effect of over 55% in size
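Cells were seeded at 400 per well, treated with pin-transferred compound, and kept 48 or 72 hr at 37 °C before CellTiter-Glo addition and luminescence imaging of cellular ATP.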
FLuc inh – blocks purified firefly luciferase enzyme activity. P08659. purified P. pyralis luciferase, luminescence, biochemical. Potency, µM (series often up to 115 µM), for the others: at the highest dose activity change, negative = inhibition, usual class: inhibitors. 2.5% of 76,000 active; further: potency means the concentration at half of the fitted maximal effect; nearly all actives have a fitted effect of over 65% in size
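Biochemical qHTS: compound (6-point titration) added to 10uM D-luciferin plus 10uM ATP in Tris acetate pH 7.5 buffer with Mg, Tween-20 and BSA, then purified enzyme at 10nM; light output imaged.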
GPT2 inhibitor – blocks human glutamate pyruvate transaminase 2; Recombinant GPT2, coupled pyruvate oxidase/HRP Amplex Red fluorescence; Potency, µM (doses to about 57.7 µM), for the others: at the highest dose activity change, negative = inhibition, most hits filed as inhibitors; 0.25% of 100,000 active; further: potency means the concentration at half of the fitted maximal effect; nearly all actives have a fitted effect of over 60% in size; many of its hits are not listed in these tables
Target sequence (Q8TD30 whole entry, looked up): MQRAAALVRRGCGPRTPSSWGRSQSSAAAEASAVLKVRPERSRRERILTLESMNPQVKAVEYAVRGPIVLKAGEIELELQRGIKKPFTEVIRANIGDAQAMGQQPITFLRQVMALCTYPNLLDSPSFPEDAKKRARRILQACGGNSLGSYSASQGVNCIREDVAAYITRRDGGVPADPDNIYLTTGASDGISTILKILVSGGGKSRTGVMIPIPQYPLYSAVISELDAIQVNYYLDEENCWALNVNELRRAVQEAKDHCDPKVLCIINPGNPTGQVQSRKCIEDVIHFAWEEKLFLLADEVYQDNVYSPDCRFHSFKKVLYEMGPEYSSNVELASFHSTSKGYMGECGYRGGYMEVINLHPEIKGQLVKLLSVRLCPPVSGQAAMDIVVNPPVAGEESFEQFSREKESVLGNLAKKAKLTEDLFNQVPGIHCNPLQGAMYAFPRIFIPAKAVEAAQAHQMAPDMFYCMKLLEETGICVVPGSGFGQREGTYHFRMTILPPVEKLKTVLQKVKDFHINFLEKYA
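GPT2 10ng/uL, a-KG 250uM, L-Ala 2mM, HEPES pH7.5 + 0.0001% Tween; 30 min RT. Then Amplex mix (PO/HRP/ThPP), 30 min RT dark, fluorescence. AOA 50uM used as positive control.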
HEK293 viab – counter-screen for SNCA expression inhibitors: cell viability; HEK-293-SNCA-luc viability, GF-AFC fluorescence, 24 h; Potency, µM (top dose mostly 57.1 µM), for inactives: at the top dose activity change, negative = cytotoxicity, usual class: cytotoxic; 0.12% of 150,000 active;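 further: potency means the concentration at half of the fitted maximal effect; 0% = DMSO-treated cells and -100% = medium-only wells without cells; nearly all actives have a fitted effect of over 30% in size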
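HEK-293-SNCA-luc cells (1500/well) plated 24 h, then exposed 24 h to a dilution series; GF-AFC added 30 min at 37C, fluorescence 405/540 nm; normalised to medium-only and DMSO wells, Hill fit.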
SNCA expr inhib – SNCA gene expression inhibition | HEK-293 SNCA-luciferase knock-in, luminescence, 24 h | Potency, µM (top dose mostly 57.2 µM), for the others: at the highest dose activity change, negative = inhibition, most hits filed as inhibitors | 0.17% of 140,000 active;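 further: potency means the concentration at half of the fitted maximal effect; plate controls were DMSO cells for no effect and cell-free wells for full effect; nearly all actives have a fitted effect of over 45% in size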
HEK293 tox – kills HEK 293 cells. 6.6% of 94,000 active. AID 1345083. HEK 293 viability, ATP luminescence (CellTiter-Glo), 48-72 h. Potency, µM (titrated, usually from 115 µM), inactives show top-dose activity change, negative = cytotoxicity, actives largely listed as inhibitors; further: potency means the concentration at half of the fitted maximal effect; nearly all actives have a fitted effect of over 60% in size
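qHTS cytotoxicity; HEK 293, 250 cells/well; compound pinned; 48 or 72 hr, 37 degree Celsius, 5% CO2, 95% humidity; CellTiter-Glo, 10 min RT; luminescence (ATP).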
IP6K1 inhibitor – IP6K1 kinase inhibition; Q92551; AID 1645851; activity change, % (series mostly up to about 58 µM); 0.81% of 140,000 active; IP6K1 kinase, ADP-Glo luminescence, 2 h; hits give low values; in the data active means activity change below about -25%
Target sequence (Q92551 whole entry, looked up): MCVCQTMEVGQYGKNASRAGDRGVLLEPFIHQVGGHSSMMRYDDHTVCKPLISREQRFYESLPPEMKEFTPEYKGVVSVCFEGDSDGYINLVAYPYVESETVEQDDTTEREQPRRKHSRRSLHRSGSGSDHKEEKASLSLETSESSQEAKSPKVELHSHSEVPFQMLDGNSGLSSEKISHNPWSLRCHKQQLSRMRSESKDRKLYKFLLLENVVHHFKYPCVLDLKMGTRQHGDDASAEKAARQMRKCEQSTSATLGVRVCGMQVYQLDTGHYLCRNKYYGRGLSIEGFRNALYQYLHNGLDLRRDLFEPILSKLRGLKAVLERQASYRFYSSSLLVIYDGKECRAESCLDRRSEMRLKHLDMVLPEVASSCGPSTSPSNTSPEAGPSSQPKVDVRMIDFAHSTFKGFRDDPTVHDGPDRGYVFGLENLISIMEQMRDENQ
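ADP-Glo luminescence measures ADP made by human IP6K1 during a 2 h RT reaction with ATP/IP6 (mix at 1.3 mM/130 uM); top library doses 57.5 and 19.1 uM final.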
* hit, by the source's call; i = inactive; u = inconclusive; x = no result given; [ ] = remark or other dose. Unless noted, the call rests on the fitted dose curve; in most records, active means well fitted curve in the direction sought with a large enough effect; inconclusive means small, poorly fitted or top-dose-only effect, or another doubt; inactive means no such curve, though single readings can be large; an effect the other way counts as inactive or inconclusive. Unless noted, on the % scale 0 is the no-effect control and ±100 the full control effect. Not all compounds are listed; rates above refer to the full screens.

entry	mol	3T3 cytotox	FLuc inh	GPT2 inhibitor	HEK293 viab
1	COc1ccc(NC(=O)CN2C(=O)C(c3ccc(C)cc3)=NC23CCCCCC3)cc1Cl	x	x	x	-22%
2	O=c1[nH]c(C2CCCN(S(=O)(=O)c3ccccc3Cl)C2)nc2c1nnn2Cc1ccc(OC(F)(F)F)cc1 (configuration not stated)	x	x	x	13%
3	Cc1noc(C)c1[S+](=O)([O-])N1CCC(C(=O)N2CCC(c3nc4ncccc4[nH]3)CC2)C1 (configuration not stated)	i	x	-2%	-4%
4	Cc1ccccc1CCC1CCCN(S(C)(=O)=O)C1 (configuration not stated)	-22%	-4%	1%	u
5	CC(C)NC(=O)N1CCC2(CC1)CC(N(C(=O)c1ccccc1)C1CC1)CCO2 (configuration not stated)	-17%	7%	-6%	5%
6	Cc1cccc(NC(=O)c2cc3c(=O)n4ccccc4nc3n2C)c1C	x	x	x	6%
7	CCc1nc(-c2c3n(c(=O)n(CC(=O)Nc4ccccc4)c2=O)CCCCC3)no1	-14%	-4%	-8%	-5%
8	O=C(NCC1CCCN(C(=O)c2cn[nH]c2-n2cnnn2)C1)c1cccs1 (configuration not stated)	3%	-1%	-4%	-18%
9	O=C(C1CC1)N1CCC(CCOc2ccccc2)C1 (configuration not stated)	-25%	x	-4%	-2%
10	Cc1ccc2c(c1)nc1n2[C@@H](CNC(=O)c2ccncc2)COC1	-19%[138 µM]	-9%[172 µM]	i	12%[87.6 µM]
11	CCc1ccc(S(=O)(=O)c2cn(CC(=O)Nc3ccc(C)cc3)c3ccccc3c2=O)cc1	x	x	x	-30%
12	Cc1ccccc1NC(=O)c1c(C)oc2ccc(O)c(CN(C)Cc3ccccc3)c12	x	x	x	-23%

entry	SNCA expr inhib	HEK293 tox	IP6K1 inhibitor
1	-19%	x	16
2	-7%	x	-9
3	-1%	-4%	-12
4	u	u	18
5	9%	-10%	-5
6	-10%	x	5
7	11%	-1%	11
8	45%[activator]	-2%	4
9	-25%	-35%	6
10	u	-13%[172 µM]	-13
11	-14%	x	15
12	-3%	x	-7

entry	mol	3T3 cytotox	FLuc inh	GPT2 inhibitor	HEK293 viab
13	Cc1c(NC(=O)CCc2cc3n(n2)CCNC3)cccc1-c1nncn1C	-18%	0%	-1%	7%
14	Cc1ncccc1OCC1CN(Cc2cccc(C(F)(F)F)c2)C(=O)c2c(ccnc2-c2ccc(OCC(=O)O)cc2)O1 (configuration not stated)	u	-29%	-10%	6%
15	CN1CCCC2(CCN(C(=O)CN3CCOc4ccccc4C3)C2)C1=O (configuration not stated)	i	-4%	i	-2%
16	O=C(NCc1ccccc1)N1CCCCCC1c1nc(-c2ccncc2)no1 (configuration not stated)	-16%	1%	i	-3%
17	CCNC(=O)N(C1CC1)C1CCOC2(CCN(C(=O)COc3ccccc3)CC2)C1 (configuration not stated)	-14%	-9%	i	2%
18	CN1[C@H](C(=O)O)C[C@H](C(=O)NCC(C)(C)CO)[C@@H]1c1cccc(F)c1F	-2%	0%	-8%	-25%
19	Cc1cc2c(cc3c(SCC(=O)Nc4ccc(Cl)cc4F)nncn32)o1	x	x	x	4%
20	Cc1ccc(CN2CCCCCCNC(=O)[C@@H]3CCC[C@@H]32)s1	u	0%	i	-21%
21	O=C(N[C@@H]1CN(C(=O)Nc2ccccc2)CCC[C@H]1O)c1ccc(OCCN2CCOCC2)cc1	-19%	14%	2%	-3%
22	Cc1nn(CCO)c(C)c1NC(=O)CCc1cc2n(n1)CCCNC2	0%	1%	4%	-14%
23	O=C(Cc1ccc(F)cc1)N1CCCN(c2nc3ncccc3o2)CC1	-6%	10%	i	1%
24	COc1ccccc1NC(=O)CN1C(=O)NC2(CCC(C)CC2)C1=O (configuration not stated)	-19%	0%	0%	-1%

entry	SNCA expr inhib	HEK293 tox	IP6K1 inhibitor
13	17%	-2%	6
14	-12%	-3%	9
15	u	0%	4
16	1%	-11%	-1
17	-18%	-1%	-7
18	15%	i	3
19	12%	x	8
20	-7%	u	16
21	-7%	-3%	6
22	-3%	2%	6
23	7%	-3%	-15
24	-11%	u	17

entry	mol	3T3 cytotox	FLuc inh	GPT2 inhibitor	HEK293 viab
25	Cc1cccc(C)c1OCc1cc(C(=O)N2CCC(c3ccncc3)CC2)no1	x	x	4%	-28%
26	Cc1cc(C)c(NC(=O)CSc2nc3ccncc3[nH]2)c(C)c1	x	x	x	-13%
27	O=C(c1ccccc1)N1CCCN(CCn2nc3n(c2=O)CCCC3)CC1	-21%	x	x	x
28	Cc1cc(C)c2c(NC(=O)c3ccccc3Cl)c(C(=O)Nc3ccc(C)c(C)c3)sc2n1	x	x	x	-2%
29	CCOc1ccccc1C1NC(=O)N(CC(=O)N2CCN(c3ccccc3)CC2)C2=C1C(=O)OC2 (configuration not stated)	-23%	-2%	i	5%
30	Cc1cccc(C)c1NC(=O)Cn1c(=O)n(Cc2ccc3c(c2)OCO3)c(=O)c2oc3ccccc3c21	x	x	x	8%
31	COc1cccc(CNC(=O)[C@@H]2C[C@@H](O)CN2C2CCN(C(=O)CC(C)C)CC2)c1	4%	1%	2%	5%
32	C#CCNC(=O)[C@@H]1CCCN1c1nccc(Nc2ccccc2OC)n1	-5%	x	u	-1%
33	Cc1ccc(NC(=O)Nc2nnc(N(CC(C)C)CC(C)C)s2)cc1Cl	x	x	x	-10%
34	Cc1ccc2c(CN3CCN(Cc4ccccc4Cl)CC3)cc(=O)oc2c1	x	x	x	1%
35	O=C(NCc1cccc(F)c1)C1CCCN(c2nc3ncccc3o2)C1 (configuration not stated)	u	-7%[172 µM]	i	-1%[87.6 µM]
36	CN(Cc1ccccc1)C(=O)CC1CCCCN(Cc2ccccc2)C1=O (configuration not stated)	-29%	5%	1%	-10%

entry	SNCA expr inhib	HEK293 tox	IP6K1 inhibitor
25	x	x	-1
26	24%	x	16
27	x	-1%	10
28	46%[activator]	x	12
29	-4%	-26%	29
30	-15%	x	10
31	-3%	-6%	-2
32	-3%	-5%	-5
33	7%	x	-4
34	-5%	x	-16
35	-19%[87.6 µM]	-3%[172 µM]	10
36	2%	u	6

entry	mol	3T3 cytotox	FLuc inh	GPT2 inhibitor	HEK293 viab
37	COCc1nc(CCNC(=O)c2c3c(nc4ccccc24)CCCC3)no1	-18%	-5%	i	-4%[12.5 µM]
38	CCOc1cc(=O)n2c(c1C(=O)Nc1ccc(OC)cc1C)CCCC2	3%	9%	i	6%
39	Cc1cccc(NC(=O)CSc2nc(=O)n(Cc3cccnc3)c3c2CCC3)c1C	x	x	x	18%
40	CCOC(=O)c1ccc(OCCC2CCN(c3ccc(C)nn3)CC2)cc1	x	x	-1%	-7%
41	Fc1cccc(CN2CCC(Cc3nc(-c4ccccc4)n[nH]3)C2)c1 (configuration not stated)	u	-7%	4%	-1%
42	COc1ccc(NS(=O)(=O)c2ccc3c(c2)NC(=O)CCS3)c(OC)c1	x	x	x	6%
43	CC(=O)N1C[C@H](NC(=O)c2cc3c(n(C)c2=O)CCCC3)[C@@H](C2CC2)C1	-9%	0%	-2%	9%
44	CCc1nc2cc(N3CCCC(C(=O)NCc4ccccn4)C3)cnc2nc1CC (configuration not stated)	u	-11%	i	23%
45	COc1ccc(C[C@H](N)C(=O)NCc2c(C)ncc3c2CCNC3)cc1	-8%	-2%	-26%	u
46	COc1cccc(-c2ccc(F)c(C(N)=O)c2)c1OC	-6%	-16%	2%	7%
47	CN(C)S(=O)(=O)N1CC[C@H]2C(=O)NCCCCCCN(Cc3ccncc3)[C@@H]2C1	-10%	6%	i	-2%
48	O=C(OCCF)N1CCC(Oc2cnc3c(ccn3-c3cncnc3)c2)CC1	u	3%[172 µM]	5%[88.5 µM]	-7%[87.6 µM]

entry	SNCA expr inhib	HEK293 tox	IP6K1 inhibitor
37	-10%	u	32
38	43%[activator]	6%	-7
39	7%	x	5
40	x	x	0
41	1%	u	0
42	-10%	x	-12
43	1%	-12%	20
44	13%	-2%	-9
45	31%[activator]	-13%	0
46	2%	-5%	18
47	-39%	-5%	16
48	-24%[87.6 µM]	u	-6

entry	mol	3T3 cytotox	FLuc inh	GPT2 inhibitor	HEK293 viab
49	Cc1ccc(NC(=O)CCNS(=O)(=O)c2cccc3nsnc23)cc1	x	x	x	-3%
50	COc1cccc(CNC(=O)CNC(=O)c2ccc(-c3cnc4ccccc4c3)cc2)c1	-15%	x	1%	3%
51	COc1ccc(OCC2CN(Cc3ccc4c(c3)OCO4)[S+](=O)([O-])c3cccnc3O2)cc1 (configuration not stated)	u	x	3%[27.3 µM]	-12%[23.9 µM]
52	COc1ccccc1NC(=O)CSc1ncc2c(n1)-c1cc(Cl)ccc1N(C)S2(=O)=O	x	x	x	9%
53	CCn1cc(S(=O)(=O)N2CC[C@@H]3COCCN(C)[C@@H]3C2)cn1	4%	11%	i	-19%
54	CCOCCCNc1nc2ccccc2n2c(CC)nnc12	x	x	x	-6%
55	COC(=O)c1nc2n(n1)C(c1cc(OC)ccc1OC)C(C(=O)Nc1ccc(C)cc1C)=C(C)N2 (configuration not stated)	x	x	x	-2%
56	CC(=O)Nc1ccc(C(=O)CSc2nnc(-c3ccccc3)n2-c2ccccc2)cc1	x	x	x	-19%
57	Cc1ccc(CCNC(=O)c2ccc3c(c2)nc2n3CCC(C)C2)cc1 (configuration not stated)	x	x	x	-8%
58	CCn1cnnc1CC1CCN(C(=O)c2cc(-c3ccc(C)c(C)c3)nc3ccccc23)CC1	40µM*	7.9µM*	i	-16%
59	COc1cc(OC)cc(N2C(=O)[C@@H]3C[C@@H](NC(=O)NC(C)C)CCN3C2=O)c1	-6%[174 µM]	-2%[172 µM]	-4%[88.5 µM]	-1%[87.6 µM]
60	CCCNC(=O)CN1CN(c2ccccc2)C2(CCN(C(=O)Nc3ccc(CC)cc3)CC2)C1=O	u	-19%	i	-2%

entry	SNCA expr inhib	HEK293 tox	IP6K1 inhibitor
49	-13%	x	10
50	16%	u	-1
51	-18%[25.6 µM]	u	9
52	-21%	x	42
53	u	15%	2
54	40%[activator]	x	-4
55	-25%	x	-15
56	u	x	6
57	15%	x	12
58	44%[activator]	u	0
59	0%[87.6 µM]	-17%[172 µM]	13
60	-1%	u	6

Molecules from the list above with a COOH group, in the order listed:
entry	mol	3T3 cytotox	FLuc inh	GPT2 inhibitor	HEK293 viab
14	Cc1ncccc1OCC1CN(Cc2cccc(C(F)(F)F)c2)C(=O)c2c(ccnc2-c2ccc(OCC(=O)O)cc2)O1 (configuration not stated)	u	-29%	-10%	6%
18	CN1[C@H](C(=O)O)C[C@H](C(=O)NCC(C)(C)CO)[C@@H]1c1cccc(F)c1F	-2%	0%	-8%	-25%

entry	SNCA expr inhib	HEK293 tox	IP6K1 inhibitor
14	-12%	-3%	9
18	15%	i	3
